High-throughput results from PubChem.
MLLE-PAM2 inh – inhibitors of PABP1 MLLE–PAM2 peptide binding, primary screen, biochemical, fluorescence polarization, FITC-PAM2, GST-MLLE; Polyadenylate-binding protein 1 (Homo sapiens), P11940; inhibition, % at 20 µM; hit rate 0.36% among 360,000; AID 588489, 2011; in the data active means inhibition above about 35%, passing the limit was not always enough;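 further: plate controls were DMSO wells with GST-MLLE for no effect and wells lacking GST-MLLE protein for full effect; some results filed as inactive read as strong as hits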
SUMO1 PPI mod – modulators of SUMO1 protein-protein interactions, primary screen, biochemical, uHTS; AID 602429, 2012; hit rate 0.33% among 360,000; inhibition, % at 20 µM; SUMO1 binding to a labelled peptide, TR-FRET, 1 h; in the data active means inhibition above about 37%
Target sequence (P63165 whole entry, looked up): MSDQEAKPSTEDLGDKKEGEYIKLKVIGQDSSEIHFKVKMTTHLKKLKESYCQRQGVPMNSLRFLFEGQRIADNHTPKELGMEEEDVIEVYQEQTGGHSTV
DNMT1 inh – human DNMT1 methyltransferase inhibitors, primary screen, biochemical, molecular beacon, fluorescence, HinP1I cleavage, uHTS; DNA (cytosine-5)-methyltransferase 1 (Homo sapiens), P26358; inhibition (reported as % activation of signal), % at 10 µM; hit rate 0.83% among 360,000; in the data active means inhibition above about 50%
LMPTP block – LMPTP phosphatase inhibitors, primary screen, biochemical, fluorescence intensity, uHTS | inhibition, % at 20 µM | AID 651560, 2012 | hit rate 0.22% among 360,000 | recombinant LMPTP-A, OMFP fluorogenic substrate;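 active means compounds that cut the enzyme signal by at least half of the control window in the single-dose screen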;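 further: plate controls were DMSO wells with enzyme plus substrate for no effect and substrate without enzyme for full effect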
Target sequence (P24666 whole entry, looked up): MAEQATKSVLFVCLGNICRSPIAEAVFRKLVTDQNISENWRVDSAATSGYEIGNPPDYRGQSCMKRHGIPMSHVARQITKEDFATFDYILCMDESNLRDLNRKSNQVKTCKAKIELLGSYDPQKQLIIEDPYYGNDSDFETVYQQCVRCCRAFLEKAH
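Assay system: LMPTP-A, protein tyrosine phosphatase of low molecular weight / Medium: pH 6.0 Bis-Tris buffer with DTT and Triton X-100 / Schedule: 50 min enzyme reaction at room temperature, protected from light / Measured by: endpoint fluorescence intensity from OMFP dephosphorylation / Read-out basis: % inhibition relative to no-enzyme and uninhibited control wells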
NadD block – inhibitors of S. aureus NadD, primary screen, biochemical, colorimetric, uHTS | purified NadD enzyme, colorimetric absorbance read-out | inhibition, % at 20 µM | hit rate 0.78% among 360,000 | AID 602399, 2012; in the data active means inhibition above about 26%; further: some compounds past the cut are filed as inactive
Rpn11 block – Rpn11 (PSMD14) deubiquitinase inhibitors, primary screen, biochemical, fluorescence polarization, uHTS. hit rate 0.59% among 360,000. 26S proteasome non-ATPase regulatory subunit 14 (Homo sapiens), O00487. human 26S proteasome, Ub4-pepOG fluorescence polarization; 20S core pre-blocked with epoxomicin. calls only at 20 µM;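 active means inhibition at 20 µM, scaled to each plate's controls, above about 33%, limit read from the data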
Target sequence (O00487 whole entry, looked up): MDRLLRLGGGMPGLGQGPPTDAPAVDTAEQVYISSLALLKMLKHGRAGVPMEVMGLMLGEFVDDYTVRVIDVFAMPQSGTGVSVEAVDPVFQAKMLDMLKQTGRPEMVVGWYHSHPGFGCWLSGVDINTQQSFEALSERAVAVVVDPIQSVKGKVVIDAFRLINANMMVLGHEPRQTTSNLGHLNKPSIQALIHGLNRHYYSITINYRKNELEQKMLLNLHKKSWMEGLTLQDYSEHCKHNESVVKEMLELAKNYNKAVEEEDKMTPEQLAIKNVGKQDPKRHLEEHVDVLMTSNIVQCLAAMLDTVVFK
CSN inh – inhibitors of CSN-mediated cullin deneddylation, primary screen, biochemical, fluorescence polarization, uHTS; COP9 signalosome complex subunit 5 (Homo sapiens), Q92905; Purified CSN, SCF-Nedd8-OG deneddylation; inhibition, % at 12.5 µM; hit rate 0.38% among 360,000; AID 651999, 2013;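 active means pattern-corrected inhibition above about 35%, with an unprinted fluorescence ratio check between 0.5 and 1.5, limit read from the data, passing the limit was not always enough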;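 further: 0% = enzyme with substrate and 100% = substrate without enzyme; some results filed as inactive read as strong as hits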
Target sequence (Q92905 whole entry, looked up, one chain of several): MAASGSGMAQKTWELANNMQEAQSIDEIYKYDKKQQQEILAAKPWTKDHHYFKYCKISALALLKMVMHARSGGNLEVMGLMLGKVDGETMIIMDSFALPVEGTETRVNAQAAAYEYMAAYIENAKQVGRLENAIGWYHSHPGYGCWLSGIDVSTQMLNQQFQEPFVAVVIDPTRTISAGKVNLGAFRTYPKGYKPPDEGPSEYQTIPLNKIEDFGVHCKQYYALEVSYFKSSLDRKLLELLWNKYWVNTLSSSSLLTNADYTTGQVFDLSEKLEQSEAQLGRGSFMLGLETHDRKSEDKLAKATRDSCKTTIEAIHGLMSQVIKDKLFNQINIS
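Assay system: HEK293T-derived human Csn5 enzyme; quantity: 0.24 nM enzyme; medium: Tris/NaCl/DTT buffer, pH 7.5; also added: substrate SCFSkp2-Nedd8OG, 10 nM; doses: 12.5 µM compound; schedule: 90 min reaction at room temperature; signal: FP; read-out: % inhibition of substrate cleavage by Csn5; benchmarks: substrate-only high control, full reaction low control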
STEP inh – STEP phosphatase inhibitors, primary screen, biochemical, fluorescence intensity, uHTS; hit rate 0.25% among 360,000; AID 588621, 2011; Tyrosine-protein phosphatase non-receptor type 5 (Homo sapiens), P54829; recombinant STEP, OMFP fluorogenic substrate; inhibition, % at 20 µM;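 active means inhibition at 20 µM, scaled per plate between control wells, above about 37%, limit read from the data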;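 further: 0% = DMSO with enzyme and substrate and 100% = substrate only without enzyme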
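Assay system: isolated STEP enzyme. Buffer or medium: pH 6.0 Bis-Tris with DTT and Tween 20. Also added: fluorogenic phosphatase substrate OMFP at 25 µM final. Dosing: 20 µM, 1% DMSO. Timing: 20 min reaction, room temperature, in the dark. Measured by: fluorescence intensity, excitation 480 nm, emission 540 nm. Evaluation: normalized % inhibition.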
Scp1 inh – Scp-1 phosphatase inhibitors, primary screen, biochemical, colorimetric, uHTS. Recombinant Scp1, phosphopeptide, malachite green phosphate absorbance. inhibition, % at 20 µM. hit rate 0.88% among 340,000. AID 493091, 2011;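 active means inhibition above about 50% at 20 µM, limit read from the data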;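 further: plate controls were DMSO wells with enzyme for no effect and wells lacking enzyme for full effect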
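Material – SCP-1 phosphatase catalytic domain, residues 76-261 · Buffer or medium – Acidic Tris acetate buffer with magnesium and detergent · Also added – Phospho 17-mer peptide substrate · Compound – single 20 µM dose, 1% DMSO · Times – 45 min room-temperature reaction, 5 min colour, 30 min stabiliser · Technique – Phosphate-binding colour reagent, absorbance read at 630 nm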
Tb MetRS inh – T. brucei MetRS inhibitors, primary screen, biochemical, luminescence. purified T. brucei MetRS, ATP depletion, Kinase-Glo luminescence. hit rate 0.4% among 360,000. inhibition, % at 11.9 µM;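 active means inhibition above a per-plate cutoff of the control wells' mean inhibition plus 3 SD, cut at about 5.5% in these data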;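 further: 0% = DMSO wells median and 100% = median of wells with control inhibitor compound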
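assay system = parasite MetRS enzyme | timing = 15 min preincubation, 2 h reaction, all 25 °C | evaluation = percent inhibition relative to median high and low control wells | medium = HEPES buffer containing pyrophosphatase, BSA, spermine, DTT | compound = single dose, 11.9 µM final nominal, 0.9% final DMSO | detection = Kinase-Glo luminescence, ATP depletion format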
Starred values were filed as active, the others as inactive; i = inactive; . = not tested or not shown.

Values run as follows: MLLE-PAM2 inh, SUMO1 PPI mod, DNMT1 inh, LMPTP block, NadD block, Rpn11 block, CSN inh, STEP inh, Scp1 inh, Tb MetRS inh
1: CCOc1ccc(S(=O)(=O)N2CCN(C(=S)NCC3CCCO3)CC2)cc1 (stereo not given)
  -114.0, 8.9, -2.1, -0.2, -1.5, i, 0.6, 1.3, -6.9, 0.0
2: COc1ccc(OC)c(-n2c(CN3CCC(C(N)=O)CC3)nc3ccccc3c2=O)c1
  3.5, -1.0, 4.9, -0.9, -0.7, i, -3.1, -1.2, -4.4, -0.5
3: COc1cc(C(=O)NNC(=O)c2cc(-c3ccccc3)n[nH]2)cc(OC)c1C
  -2.3, 12.8, 16.4, 0.1, 19.8, i, -2.1, 0.2, 2.3, -0.3
4: CCCCn1c(=O)[nH]c(=O)c2c1nc(CN(C)Cc1cccc(OC)c1OC)n2CCC
  -4.2, -3.1, -0.3, -0.2, -3.2, i, 2.1, 2.9, -4.5, -1.0
5: COC(=O)c1ccc(CNC(=O)/C=C/[C@H]2O[C@@H](n3cc(C)c(=O)[nH]c3=O)C[C@@H]2O)cc1
  5.3, 2.2, -3.7, -1.8, 2.2, i, 0.1, -2.1, ., -0.3
6: CN=C1S/C(=C\c2ccc(Cl)cc2)C(=O)N1C
  -17.4, -26.6, -1.2, -0.1, -1.7, i, -0.4, 1.6, -4.9, -0.4
7: CN1CCN(S(=O)(=O)c2ccc3c(c2)C(C)(C)C(=O)N3C)CC1
  5.7, 0.6, 6.3, -1.6, -1.6, i, -2.0, 1.1, -6.5, 0.4
8: COc1cccc(NC(=O)CNC(=O)[C@@H]2Cc3ccccc3CN2C(=O)OC(C)(C)C)c1
  -7.5, 4.8, 2.5, -0.2, -2.7, i, 0.1, 1.0, 1.1, 0.1
9: Oc1ccc(Br)cc1C=Nc1cccn2cc(-c3ccccc3)nc12
  39.8*, -7.5, -5.4, 1.1, 5.9, i, 4.0, 11.6, -7.3, 0.3
10: Clc1ccc(Cn2cc(Br)cn2)cc1Cl
  -0.4, 4.3, 3.0, 1.2, -1.5, i, -1.0, 2.7, -8.9, 0.4
11: CCCSc1nc(-n2ncc(C#N)c2N)c2c3c(sc2n1)CCC(C)C3 (stereo not given)
  -3.4, 1.2, 13.3, 2.7, 3.5, i, 1.8, 1.7, -6.4, -0.8
12: COc1cccc(CNC(=O)C(=O)NCC2CCCN2S(=O)(=O)c2cc(C)ccc2C)c1 (stereo not given)
  13.2, 2.3, -0.9, 0.2, -2.9, i, -1.3, 1.3, -6.2, -0.5
13: O=C(OCc1ccccc1)N1CCC2CC1c1cc(/C=C/CCCSc3ncccn3)ccc12 (stereo not given)
  23.6, 2.1, 4.4, 4.6, -2.3, i, -0.6, 0.3, ., -2.2
14: O=C(COC(=O)CNC(=O)c1cc(Cl)cc([N+](=O)[O-])c1)NC(=O)NCc1ccco1
  -7.7, -30.7, 4.8, -4.0, -4.3, i, 3.6, -1.1, 4.0, -0.2
15: CN1CCN(C(=O)CSc2nc(-c3cccs3)cc(-c3cccs3)c2C#N)CC1
  -15.3, -15.0, -11.4, -4.0, -6.8, i, 0.3, -0.5, -2.9, -0.3

In a second layout: eight of the compounds above.
[8] COc1cccc(NC(=O)CNC(=O)[C@@H]2Cc3ccccc3CN2C(=O)OC(C)(C)C)c1
[9] Oc1ccc(Br)cc1C=Nc1cccn2cc(-c3ccccc3)nc12
[10] Clc1ccc(Cn2cc(Br)cn2)cc1Cl
[11] CCCSc1nc(-n2ncc(C#N)c2N)c2c3c(sc2n1)CCC(C)C3 (stereo not given)
[12] COc1cccc(CNC(=O)C(=O)NCC2CCCN2S(=O)(=O)c2cc(C)ccc2C)c1 (stereo not given)
[13] O=C(OCc1ccccc1)N1CCC2CC1c1cc(/C=C/CCCSc3ncccn3)ccc12 (stereo not given)
[14] O=C(COC(=O)CNC(=O)c1cc(Cl)cc([N+](=O)[O-])c1)NC(=O)NCc1ccco1
[15] CN1CCN(C(=O)CSc2nc(-c3cccs3)cc(-c3cccs3)c2C#N)CC1

| compound no. | 8 | 9 | 10 | 11 | 12 | 13 | 14 | 15 |
| --- | --- | --- | --- | --- | --- | --- | --- | --- |
| MLLE-PAM2 inh | -7.5 | 39.8* | -0.4 | -3.4 | 13.2 | 23.6 | -7.7 | -15.3 |
| SUMO1 PPI mod | 4.8 | -7.5 | 4.3 | 1.2 | 2.3 | 2.1 | -30.7 | -15.0 |
| DNMT1 inh | 2.5 | -5.4 | 3.0 | 13.3 | -0.9 | 4.4 | 4.8 | -11.4 |
| LMPTP block | -0.2 | 1.1 | 1.2 | 2.7 | 0.2 | 4.6 | -4.0 | -4.0 |
| NadD block | -2.7 | 5.9 | -1.5 | 3.5 | -2.9 | -2.3 | -4.3 | -6.8 |
| Rpn11 block | i | i | i | i | i | i | i | i |
| CSN inh | 0.1 | 4.0 | -1.0 | 1.8 | -1.3 | -0.6 | 3.6 | 0.3 |
| STEP inh | 1.0 | 11.6 | 2.7 | 1.7 | 1.3 | 0.3 | -1.1 | -0.5 |
| Scp1 inh | 1.1 | -7.3 | -8.9 | -6.4 | -6.2 | . | 4.0 | -2.9 |
| Tb MetRS inh | 0.1 | 0.3 | 0.4 | -0.8 | -0.5 | -2.2 | -0.2 | -0.3 |

(listing goes on)
Values run as follows: MLLE-PAM2 inh, SUMO1 PPI mod, DNMT1 inh, LMPTP block, NadD block, Rpn11 block, CSN inh, STEP inh, Scp1 inh, Tb MetRS inh
16: Cc1c(C(=O)NCc2ccc([N+](=O)[O-])cc2)sc(=O)n1Cc1ccc(-c2ccccc2)cc1
  -7.6, 0.7, -11.1, 3.0, 11.4, i, 5.9, 0.1, ., -0.3
17: Fc1ccc(C2=CC(c3cccs3)n3nnnc3N2)cc1 (stereo not given)
  20.1, -3.3, 2.5, -1.3, -4.4, i, 1.1, -1.7, -6.2, 1.2
18: Cc1ccnn1CCC(=O)N1CCCC(N2CCN(c3cccc(Cl)c3)CC2)C1 (stereo not given)
  21.3, 1.2, -0.3, -0.3, -3.7, i, 2.1, -2.6, -11.8, -0.3
19: N/C(=N\OC(=O)CCCc1ccccc1)c1ccc([N+](=O)[O-])cc1
  -7.0, -23.1, -0.9, 1.9, -2.8, i, -10.2, 2.3, -1.4, -0.5
20: COc1ccc(CN(CC(=O)NCC2CCCO2)C(=O)CCC(=O)Nc2cc(C)ccn2)cc1 (stereo not given)
  -4.8, -2.8, 3.0, -2.2, -3.5, i, -4.1, -2.6, -7.2, -0.5
21: COc1ccc(Cl)cc1N=Cc1c(O)cc(C)oc1=O
  -3.1, -1.8, 1.5, 0.5, 0.2, i, 5.5, -1.5, 0.4, 0.1
22: COc1ccccc1NC(=O)N1CCC(NC(=O)C2CCCCC2)CC1
  -0.5, 2.0, 1.0, -0.5, -1.3, i, 3.1, -2.4, 12.2, -0.6
23: CCCC(=O)Nc1ccccc1NC(=O)CN(C)S(=O)(=O)c1ccccc1
  -3.9, 1.8, 2.1, 0.0, 4.5, i, -4.6, -5.6, -9.3, -0.5
24: COC(=O)[C@H](Cc1ccccc1)NC(=O)[C@@H](N)CC(=O)OCc1ccccc1
  3.2, 7.8, 0.2, -0.9, 1.6, i, 1.5, -0.8, -3.0, -0.2
25: COc1ccccc1NC(=O)Nc1nc(CC(=O)Nc2cccc(F)c2)cs1
  -1.5, -0.8, -7.1, 1.2, 7.8, i, -0.4, -1.8, 5.2, -0.5
